Source: PubChem
CAL PDZ FP-1: inhibitors of human CAL PDZ peptide binding. Q9HD26. purified CAL PDZ, TMR-peptide fluorescence polarization, 1 h. inhibition, % at 20 µM. 0.02% of 330,000 active. AID 504414;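 active = highest replicate inhibition of at least 40%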;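 note: plate controls were DMSO neutral control wells for no effect and unlabeled competitor peptide control wells for full effect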
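material = purified tagged CAL PDZ domain construct (CerCALP) | compound dosing = 20 µM, one dose | times = 1 h at RT | measured by = fluorescence polarization from S- and P-plane intensities, G-factor corrected | read-out = inhibition from polarization loss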
CAL PDZ FP-2: blocks peptide binding to the human CAL PDZ domain; Q9HD26; purified CAL PDZ, TMR-peptide fluorescence polarization, 1 h; inhibition, % at 24.9 µM; 0.92% of 300,000 active; AID 602252;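 active = mean inhibition of at least 30% with at least half of replicates also reaching 30%; inconclusive = no clear call, values can overlap the other calls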;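 note: 0% = DMSO neutral control and 100% = excess unlabeled competitor peptide PRC23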
Wnt bcat act: Wnt/beta-catenin pathway activation. 1.2% of 300,000 active. activation, % at 9.35 µM. AID 743398. Wnt/beta-catenin reporter cell assay, activator, plate reader; in the data active = activation above about 30%, passing the limit was not always enough; inconclusive = no clear call, values can overlap the other calls;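 note: 0% = neutral control wells and 100% = positive control wells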
Tat export inh: blocks Tat-dependent protein export in E. coli | 0.036% of 340,000 active | inhibition, % at 10 µM | E. coli MC4100 TorA-mCherry Tat export, fluorescence | AID 488895;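 active = mean replicate inhibition at least 50% and at least half of replicates individually reaching 50%; inconclusive = only one of the two criteria met; inactive = neither criterion met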;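 note: exported cargo escapes ClpAP degradation while cytoplasmic cargo is degraded and loses fluorescence; 0% = median of neutral control wells and 100% = median of NaSCN control wells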
CDK5 inh: blocks human CDK5/p35 kinase activity | Recombinant CDK5/p35, ADP-Glo luminescence, 60 min | inhibition, % at 10 µM | 0.01% of 330,000 active;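 active = highest replicate inhibition of at least 50% and at least 75% of replicates reaching 50%; inconclusive = only one of the two criteria met; inactive = both criteria failed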;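 note: plate controls were DMSO neutral control for no effect and GW8510 at 10 µM for full effect; many of its hits are not listed in these tables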
Target sequence (Q00535 whole entry, looked up): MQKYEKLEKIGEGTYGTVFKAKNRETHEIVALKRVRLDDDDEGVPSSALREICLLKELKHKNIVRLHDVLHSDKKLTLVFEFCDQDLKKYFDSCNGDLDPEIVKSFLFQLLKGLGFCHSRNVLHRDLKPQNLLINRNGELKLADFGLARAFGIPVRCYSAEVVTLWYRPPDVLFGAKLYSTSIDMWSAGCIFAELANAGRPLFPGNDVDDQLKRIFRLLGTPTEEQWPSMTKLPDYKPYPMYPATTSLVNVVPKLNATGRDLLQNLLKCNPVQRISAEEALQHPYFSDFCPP
Target sequence (Q15078 whole entry, looked up): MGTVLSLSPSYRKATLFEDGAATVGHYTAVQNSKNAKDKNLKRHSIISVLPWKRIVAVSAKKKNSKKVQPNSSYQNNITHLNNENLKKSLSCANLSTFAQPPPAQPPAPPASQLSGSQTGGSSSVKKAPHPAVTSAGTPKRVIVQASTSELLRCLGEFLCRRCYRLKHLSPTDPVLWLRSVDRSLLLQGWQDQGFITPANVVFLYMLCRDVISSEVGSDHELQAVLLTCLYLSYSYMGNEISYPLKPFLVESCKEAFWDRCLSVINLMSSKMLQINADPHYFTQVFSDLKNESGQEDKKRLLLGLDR
RTF Ca sens act: increases calcium sensitivity of human cardiac regulated thin filaments; P19429+P45379; IANBD-labeled TnC RTF fluorescence at EC20 calcium; 0% EC20 calcium, 100% full calcium; activation, % at 7.2 µM; 0.24% of 340,000 active; AID 493008;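 active = activation above the mean over all tested compounds plus 3 SD, cut at about 30% in these data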;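 note: rise in fluorescence read as greater calcium sensitivity of cardiac thin filaments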
dFosB activator: enhances mouse delta FosB homodimer DNA binding; activation, % at 25 µM; AID 493131; P13346; 0.99% of 340,000 active; purified delta FosB, TAMRA-CDK5 oligo fluorescence polarization; percent of positive-control signal above neutral wells;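 active = mean activation above about 17%, with every replicate also reaching it, limit read from the data, passing the limit was not always enough; inconclusive = only one of the two conditions met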;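 note: fluorescence polarization rise as delta FosB binds a TAMRA Cdk5 AP-1 oligo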
V-ATPase pHluor: yeast V-ATPase proton transport regulation by pHLuorin. S. cerevisiae, pHLuorin cytosolic pH fluorescence. response, % at 10 µM. 0.37% of 350,000 active. AID 504577; in the data active = response mostly above about 7.3%, no sharp cut-off; inactive = mostly below about 5.4%; note: actives read high; inactives centre near 0; some compounds called inactive have numbers as strong as hits; reference of the scale not given here
Rtt109 HAT inh: blocks Candida albicans Rtt109/Vps75 acetyltransferase activity | Q5AAJ8 | purified Rtt109/Vps75, ThioGlo CoA-SH fluorescence, 4 h | inhibition, % at 34.9 µM | 0.16% of 330,000 active | AID 540336;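 active = inhibition of at least 50% in every replicate; inconclusive = best replicate reaches 50% inhibition but some replicates fall short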
Target sequence (Q5AAJ8 whole entry, looked up): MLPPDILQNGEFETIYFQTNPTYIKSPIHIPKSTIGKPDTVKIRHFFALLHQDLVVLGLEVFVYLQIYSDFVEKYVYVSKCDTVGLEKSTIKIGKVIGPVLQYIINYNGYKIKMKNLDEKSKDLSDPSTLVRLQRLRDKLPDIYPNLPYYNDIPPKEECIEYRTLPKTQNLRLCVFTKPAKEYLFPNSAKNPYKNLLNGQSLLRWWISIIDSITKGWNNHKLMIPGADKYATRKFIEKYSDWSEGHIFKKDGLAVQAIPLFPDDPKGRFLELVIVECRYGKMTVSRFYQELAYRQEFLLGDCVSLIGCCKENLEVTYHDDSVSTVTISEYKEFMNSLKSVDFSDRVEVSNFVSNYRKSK
MITF act: activators of MITF-driven TRPM1 promoter activity in SK-MEL-5 cells | SK-MEL-5 TRPM1-promoter luciferase, 24 h; % of positive control, neutral wells = 0 | activation, % at 12.5 µM | 0.75% of 300,000 active | AID 588334;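 active = mean activation of at least 80% with every replicate also reaching 80%; inconclusive = mean reaches 80% but some replicate falls short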;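 note: 0% = neutral control wells and 100% = parthenolide positive control wells; values of inactives mirror those of a sister screen read the other way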
The depositor's hits bear a star; ? = inconclusive; . = no result given.

A first look, 9 compounds:
SMILES	CAL PDZ FP-1	CAL PDZ FP-2	Wnt bcat act	Tat export inh	CDK5 inh	RTF Ca sens act	dFosB activator	V-ATPase pHluor	Rtt109 HAT inh	MITF act
O=C(NC1CCCCC1)C(c1ccc(F)cc1)N(C(=O)c1csnn1)C1CCCC1 (stereo unspecified)	-1.9	-3.1	-3.2	-8.7	0.6	-2.1	-5.1	2.5	4.7	9.6
Cc1ccc(CN2CCC(n3nccc3NC(=O)CCCc3ccccc3)CC2)o1	0.1	-1.4	1.0	6.5	2.2	-1.8	-6.8	0.3	-6.7	-5.8
CS(=O)(=O)c1ccccc1C(=O)Nc1cc2c(cc1C(=O)O)OCCCO2	-0.4	-2.5	1.3	-8.2	-3.6	6.0	-2.9	-0.2	11.4	-8.9
O=C(NCCCO)NC12CC3CC(CC(C3)C1)C2	-2.5	.	.	-5.1	0.6	-0.8	-7.0	6.0	-12.1	2.3
Cc1ccc(S(=O)(=O)N2CCN(C(=O)c3ccc4ccccc4n3)CC2)c(C)c1	-0.7	-2.1	11.5	2.3	0.8	2.9	-6.0	-0.3	9.8	38.8
CCN(CC)S(=O)(=O)c1cc(C(=O)O)c(Cl)cc1Cl	-0.9	1.5	2.4	2.7	-0.6	2.4	-2.6	5.5	6.4	3.2
COc1cccc(C(=O)NCCS(=O)(=O)N2CCCC2)c1	-2.1	-2.1	2.0	-4.2	0.6	-0.7	7.0	1.6	-5.2	3.1
CCOC(=O)C1=C(COC(=O)C2(C)CC2(Cl)Cl)NC(=O)NC1c1ccc(OC)cc1 (stereo unspecified)	0.5	-2.3	-1.0	5.3	3.0	-0.9	-11.0	-1.0	19.2	-6.7
O=C(Nc1cc(S(=O)(=O)N2CCOCC2)ccc1N1CCOCC1)c1ccccc1[N+](=O)[O-]	0.1	.	1.0	-1.0	-1.2	-1.3	-9.3	0.2	7.9	4.8

Main list, from the first entry:
SMILES	CAL PDZ FP-1	CAL PDZ FP-2	Wnt bcat act	Tat export inh	CDK5 inh	RTF Ca sens act	dFosB activator	V-ATPase pHluor	Rtt109 HAT inh	MITF act
O=C(NC1CCCCC1)C(c1ccc(F)cc1)N(C(=O)c1csnn1)C1CCCC1 (stereo unspecified)	-1.9	-3.1	-3.2	-8.7	0.6	-2.1	-5.1	2.5	4.7	9.6
Cc1ccc(CN2CCC(n3nccc3NC(=O)CCCc3ccccc3)CC2)o1	0.1	-1.4	1.0	6.5	2.2	-1.8	-6.8	0.3	-6.7	-5.8
CS(=O)(=O)c1ccccc1C(=O)Nc1cc2c(cc1C(=O)O)OCCCO2	-0.4	-2.5	1.3	-8.2	-3.6	6.0	-2.9	-0.2	11.4	-8.9
O=C(NCCCO)NC12CC3CC(CC(C3)C1)C2	-2.5	.	.	-5.1	0.6	-0.8	-7.0	6.0	-12.1	2.3
Cc1ccc(S(=O)(=O)N2CCN(C(=O)c3ccc4ccccc4n3)CC2)c(C)c1	-0.7	-2.1	11.5	2.3	0.8	2.9	-6.0	-0.3	9.8	38.8
CCN(CC)S(=O)(=O)c1cc(C(=O)O)c(Cl)cc1Cl	-0.9	1.5	2.4	2.7	-0.6	2.4	-2.6	5.5	6.4	3.2
COc1cccc(C(=O)NCCS(=O)(=O)N2CCCC2)c1	-2.1	-2.1	2.0	-4.2	0.6	-0.7	7.0	1.6	-5.2	3.1
CCOC(=O)C1=C(COC(=O)C2(C)CC2(Cl)Cl)NC(=O)NC1c1ccc(OC)cc1 (stereo unspecified)	0.5	-2.3	-1.0	5.3	3.0	-0.9	-11.0	-1.0	19.2	-6.7
O=C(Nc1cc(S(=O)(=O)N2CCOCC2)ccc1N1CCOCC1)c1ccccc1[N+](=O)[O-]	0.1	.	1.0	-1.0	-1.2	-1.3	-9.3	0.2	7.9	4.8
Nc1c(S(=O)(=O)c2cc(Cl)ccc2Cl)c2nc3ccccc3nc2n1CCN1CCOCC1	-3.1	.	-5.4	10.7	0.4	5.2	-13.9	-2.6	-19.6	-3.2
CCCCn1c(N)c(N(CCOC)C(=O)C2CCN(C(=O)c3ccc(F)cc3)CC2)c(=O)[nH]c1=O	-1.6	-1.6	?	-0.4	0.3	1.0	-5.5	2.2	23.6	12.8
CCC(C(=O)NCC1CCCO1)N(Cc1ccc(F)cc1)C(=O)CNS(=O)(=O)c1ccccc1 (stereo unspecified)	-2.4	-1.8	0.8	3.3	-9.4	10.2	0.8	1.6	-8.9	-2.4
Cc1ccccc1CC(=O)NCc1cccnc1	.	-6.9	-1.3	-3.7	-0.8	-0.9	0.4	-0.7	-2.7	7.5
CCOC(=O)c1c(NC(=O)c2ccc(Br)o2)sc(C)c1CC	-3.4	.	.	5.2	-3.1	-0.6	-1.2	-1.4	-10.3	-10.8
CCn1cc(C(=O)NCCC(=O)OC)c(=O)c2cc3c(cc21)OCO3	5.9	-1.6	1.3	-1.0	1.4	-1.8	-4.9	3.1	-18.2	11.4
O=C1C2C3c4ccccc4C(c4ccccc43)[C@@H]2C(=O)N1c1nc(-c2ccccc2)cs1 (stereo partly specified)	-2.0	0.5	-2.5	-4.4	-1.5	4.5	-5.8	2.0	-2.9	-8.8
CCOC(=O)CNC(=O)Cc1ccc(Cl)cc1	-1.3	-3.0	2.3	-1.2	1.7	2.7	1.2	-0.1	-0.6	.
CCCCNC(=S)Nc1cccc(C(C)=O)c1	-1.4	10.8	.	-12.7	1.2	5.8	0.8	-2.4	-1.7	-7.2
CCCc1c(O)nc(SC2CC(=O)N(c3ccc(OC)cc3)C2=O)[nH]c1=O (stereo unspecified)	-0.1	-8.0	-1.5	?	-0.6	-1.3	-4.4	-3.1	8.6	-2.9
COc1ccc(Cn2nc(C(=O)O)c3ccccc3c2=O)cc1F	-1.6	-3.9	1.2	-1.6	-1.4	0.6	-14.6	5.2	8.7	12.4
O=C(Nc1cccc(-c2nc3cccnc3s2)c1)c1ccco1	-6.6	-0.6	7.5	2.1	-2.4	-1.8	-64.2	0.2	-6.5	42.3
CC1Oc2ccccc2N(CC(=O)NC2CCCC2)C1=O (stereo unspecified)	-1.0	1.5	-2.4	-0.4	0.4	-10.3	-0.4	-4.1	-0.6	1.9
O=C(OCC(=O)N1CCc2ccccc21)c1ccncc1	0.1	.	-4.7	-1.0	2.0	1.1	-6.5	2.2	-8.6	-2.7
COc1cc(-c2[nH]ncc2CN2CCN(Cc3cccs3)CC2)cc(OC)c1OC	-1.3	0.0	-0.7	-4.3	1.5	2.2	-5.3	0.4	-6.3	-10.4
CCOc1cc2[nH]c(=S)n(Cc3ccc(C(=O)N4CCN(C)CC4)cc3)c(=O)c2cc1OCC	-4.0	-1.5	-3.3	11.4	-2.0	2.2	?	4.9	-20.7	-8.5

Some entries already given, reduced to MITF act and Wnt bcat act.
compound,MITF act,Wnt bcat act
CCN(CC)S(=O)(=O)c1cc(C(=O)O)c(Cl)cc1Cl,3.2,2.4
COc1cccc(C(=O)NCCS(=O)(=O)N2CCCC2)c1,3.1,2.0

Additional compounds follow.
SMILES	CAL PDZ FP-1	CAL PDZ FP-2	Wnt bcat act	Tat export inh	CDK5 inh	RTF Ca sens act	dFosB activator	V-ATPase pHluor	Rtt109 HAT inh	MITF act
COCc1cc(C2C(C(=O)c3ccco3)=C(O)C(=O)N2CCOCCO)ccc1O (stereo unspecified)	-0.2	-1.1	.	-1.7	-1.4	3.2	3.2	-2.2	4.0	7.8
CCCNS(=O)(=O)c1cc2c3c(c1)C(C)C(=O)N3CCC2 (stereo unspecified)	-2.8	2.7	-0.4	1.7	2.2	-4.5	-2.5	2.6	0.1	5.9
O=C(Nc1nnc(/N=C/c2ccco2)s1)c1ccc(F)cc1	-1.1	-0.8	18.7	-9.7	0.8	-4.1	-0.6	-4.2	5.6	30.1
Cc1ccc(S(=O)(=O)CCC(=O)OCC(=O)Nc2ncc(Cl)cc2Cl)cc1	.	10.8	4.1	-1.0	-0.7	9.4	0.4	1.0	-2.7	.
O=C(C1CCCCC1)N1CCCC(c2nc(-c3ccc(F)cc3)no2)C1 (stereo unspecified)	-0.2	-2.5	.	-2.1	-0.3	-5.6	-7.4	2.2	24.1	2.2
CC(C)c1cc(C(=O)OCC(=O)NC(=O)NCc2ccco2)c(O)c(C(C)C)c1	-1.8	-2.1	-2.4	6.1	1.1	-1.3	-10.3	-1.6	11.1	1.4
Cc1cc(C)cc(OCC(=O)N(Cc2cccs2)C2CCS(=O)(=O)C2)c1 (stereo unspecified)	-0.6	-2.3	.	3.3	-0.8	-1.9	-4.5	1.8	2.9	.
Cc1cc(O)c(C2(O)C(=O)Nc3cc(Br)ccc32)cc1C (stereo unspecified)	-0.8	-3.4	-2.9	2.1	0.5	1.2	-1.9	2.4	6.8	-13.8
COc1ccccc1C/C(N)=N/OC(=O)COc1ccc(C)cc1C	0.1	.	-1.5	18.0	-3.8	4.8	2.1	1.1	0.1	-11.2
COc1cc(N2C(=O)C=CC2=O)ccc1N1C(=O)C=CC1=O	-1.1	-3.0	-10.9	-5.9	9.1	-2.8	-14.7	9.8	-2.3	-72.8
O=C(CN1C(=O)/C(=C2\SC(=S)N(C3CCS(=O)(=O)C3)C2=O)c2ccccc21)Nc1ccc(F)cc1 (stereo unspecified)	-3.7	.	0.3	-3.4	1.3	.	-8.1	1.4	4.9	.
CC(OC(=O)Cc1c[nH]c2ccccc12)C(=O)N(C)c1ccccc1 (stereo unspecified)	-0.9	-0.9	-0.2	-3.9	0.7	-2.5	-8.3	-0.3	-3.6	-8.3
COc1ccccc1/C=N/N1C(=O)C2C3C=CC(CC3)C2C1=O (stereo unspecified)	.	-6.4	-0.3	-12.1	1.6	0.5	9.3	-0.7	14.6	-3.0
O=C(CSc1ccc2ccccc2c1)Nc1ccc(S(=O)(=O)Nc2nccs2)cc1	-1.2	-4.8	.	1.1	1.9	2.9	-20.3	1.2	-0.5	-2.5
CCC(C)c1ccccc1NC(=O)COC(=O)CCc1cc(OC)c(OC)c(OC)c1 (stereo unspecified)	-0.7	83.2*	-4.6	4.1	-1.0	-3.5	-5.2	-0.5	-5.9	4.0
CCOc1cccc(C=NCCc2ccc(OC)c(OC)c2)c1O	0.0	-2.2	-0.3	5.7	-0.7	-1.1	0.3	-3.1	2.7	.
CCOC(=O)c1cc(CC)sc1NC(=O)COC(=O)c1cc[n+]([O-])cc1	-1.7	-1.5	-2.5	2.0	0.8	1.3	-9.3	-0.4	2.2	7.1
